EP2 mod = modulates human prostaglandin E2 receptor EP2 signaling. P43116. EP2-expressing cells, cAMP HTRF FRET, PGE2 co-stimulation. induction, % at 25 µM. actives 0.83% (n = 260,000). AID 940;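 active = compounds whose cAMP rise, as percent of the full-agonist control response, exceeds 60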;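 also: rat C6 glioma line stably carrying human EP2 under a CMV promoter; the protocol text gives 20 µM as final concentration; 100% = response of wells given 1 µM PGE2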
Target sequence (P43116 whole entry, looked up): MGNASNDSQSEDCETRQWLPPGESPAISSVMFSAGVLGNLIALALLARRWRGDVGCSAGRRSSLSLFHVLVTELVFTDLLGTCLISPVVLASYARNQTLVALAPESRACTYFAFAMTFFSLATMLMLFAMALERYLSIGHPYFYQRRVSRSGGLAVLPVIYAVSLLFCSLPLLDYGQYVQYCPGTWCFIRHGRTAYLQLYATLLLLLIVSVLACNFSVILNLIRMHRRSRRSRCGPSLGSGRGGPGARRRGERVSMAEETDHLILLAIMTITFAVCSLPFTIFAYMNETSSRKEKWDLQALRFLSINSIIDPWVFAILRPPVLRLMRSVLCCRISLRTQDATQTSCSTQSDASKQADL
NPY Y1 blocker = blocks the human neuropeptide Y Y1 receptor. P25929. HEK293-CNG Y1 cells, membrane potential fluorescence; NPY at EC95, then isoproterenol. AID 1040. inhibition, % at 3.6 µM. actives 1% (n = 200,000);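 active = inhibition above the campaign mean inhibition of all tested compounds plus 3 SD, cut at about 20% in these data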;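 also: 0% = DMSO wells given NPY plus isoproterenol and 100% = isoproterenol alone without NPY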
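Material: HEK293 Y1/CNG channel cell line; also added: NPY (25 nM), isoproterenol (1 µM), Ro 20-1724 (25 µM); doses: one concentration, 3.6 µM, in 0.4% DMSO; schedule: compound incubation 1 h at room temperature, readout 45 min post-stimulation; technique: membrane potential fluorescence; measure: fluorescence ratio normalized to % inhibition between controls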
S1P4 antag = blocks the human S1P4 receptor. S1P4-expressing cells, antagonist mode, reporter read-out. O95977. actives 0.26% (n = 220,000). inhibition, % at 4.98 µM; in the data active = inhibition above about 29%;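 also: 0% = wells stimulated with agonist and 100% = vehicle wells without agonist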
CHOP inh = blocks CHOP induction under ER stress; CHO-K1 CHOP-promoter luciferase, tunicamycin-induced, 15-18 h; inhibition, % at 10 µM; actives 3.8% (n = 220,000); AID 2732;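 active = compounds that reduced the stress-induced luciferase reporter signal by more than about 70% of percent inhibition, limit read from the data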;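 also: 0% = tunicamycin plus vehicle and 100% = wells without tunicamycin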
S1P4 agonist = human S1P4 receptor agonism; O95977; S1P4-expressing cell line, agonist reporter assay; activation, % at 4.98 µM; actives 0.35% (n = 220,000); AID 1509; in the data active = activation above about 11%;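 also: 0% = DMSO vehicle and 100% = reference agonist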
NPY2 pot ag = human NPY-Y2 potentiation or agonism, primary screen; actives 0.45% (n = 220,000); cells expressing NPY-Y2, potentiator/agonist read-out; activation, % at 3.6 µM; AID 1359; in the data active = activation above about 27%;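 also: cells stimulated with NPY near EC25 plus isoproterenol at EC100; 0% = vehicle plus submaximal agonist and 100% = vehicle plus saturating agonist; some results beyond the cut were filed as inactive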
TRPML3 ag = activates the human TRPML3 channel; AID 1448; HEK293 TRPML3-YFP, Fluo-8 calcium fluorescence; 100% = the carbachol control signal; activation, % at 3 µM; actives 0.29% (n = 220,000);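 active = activation above its plate's cutoff, the mean activation of the plate's test wells plus 3 SD, cut at about 12% in these data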;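 also: 0% = DMSO only wells and 100% = carbachol wells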
Target sequence (Q8TDD5 whole entry, looked up): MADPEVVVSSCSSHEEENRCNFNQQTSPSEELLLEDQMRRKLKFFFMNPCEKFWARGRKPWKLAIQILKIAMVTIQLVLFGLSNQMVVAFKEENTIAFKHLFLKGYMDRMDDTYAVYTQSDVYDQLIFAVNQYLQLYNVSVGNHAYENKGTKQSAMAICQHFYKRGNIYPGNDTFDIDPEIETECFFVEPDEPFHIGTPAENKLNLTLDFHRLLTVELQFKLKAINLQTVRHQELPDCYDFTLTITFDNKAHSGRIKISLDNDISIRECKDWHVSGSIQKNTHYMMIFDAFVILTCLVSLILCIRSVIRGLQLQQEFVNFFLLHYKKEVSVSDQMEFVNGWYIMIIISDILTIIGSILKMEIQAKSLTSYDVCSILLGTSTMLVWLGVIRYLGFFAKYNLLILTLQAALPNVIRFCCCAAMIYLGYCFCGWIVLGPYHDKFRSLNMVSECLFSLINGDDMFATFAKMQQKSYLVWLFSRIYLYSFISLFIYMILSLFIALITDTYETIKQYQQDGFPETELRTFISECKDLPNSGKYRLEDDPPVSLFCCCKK
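Test system: TRPML3-YFP stable HEK293 cells. Doses: single point at 3 µM. Incubation: dye loading 1 h 37 °C then 30 min ambient, 125 s read. Signal: Fluo-8 calcium dye fluorescence, ex 470-495, em 515-575 nm. Measure: percent activation from peak-to-basal fluorescence ratio, scaled between DMSO and carbachol.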
NPY1 pot ag = potentiators or agonists of human neuropeptide Y receptor Y1; NPY-Y1 expressing cells, potentiator/agonist activation; actives 0.37% (n = 220,000); P25929; activation, % at 3.6 µM; in the data active = activation above about 33%, passing the limit was not always enough;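 also: cells stimulated with NPY at EC10 then isoproterenol at EC100; 0% = low agonist plus stimulus and 100% = saturating agonist plus stimulus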
zfTRPN1 agonist = activates the zebrafish TRPN1 channel; HEK293 zebrafish TRPN1-YFP, Fluo-8 calcium fluorescence; 100% = response to 87 µM carbachol; activation, % at 3 µM; actives 0.18% (n = 220,000);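 active = activation above its plate's cutoff, the mean activation of test wells on that plate plus 3 SD, cut at about 19% in these data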;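 also: 0% = DMSO alone and 100% = 87 µM carbachol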
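Material: zebrafish TRPN1-YFP in HEK293 cells. Doses: one dose of 3 µM, 0.3% DMSO. Incubation: dye 1 h 37 °C plus 30 min RT. Measured by: intracellular calcium fluorescence with Fluo-8.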
* marks the source's active call; other numbers are inactive results; · = not tested or not shown; & = joins results of further samples.

The line under a structure holds: EP2 mod | NPY Y1 blocker | S1P4 antag | CHOP inh | S1P4 agonist | NPY2 pot ag | TRPML3 ag | NPY1 pot ag | zfTRPN1 agonist
> COc1ccc(C2CC(c3ccccc3)Nc3nc(NC(=O)c4ccco4)nn32)cc1 (stereo not given)
  18 | 3 | -5 | -8 | 1.9 | 9 | 1.2 | -11 | 1.6
> O=C(NCC1CCCO1)C(Cc1ccccc1)N1C(=O)C2C3C=CC(C4CC34)C2C1=O (stereo not given)
  -24 | 3 | -3 | -7 | 0.7 | 5 | 1.2 | 14 | 0.2
> CC(C)Cn1c(N)c(C(=O)COC(=O)C2CCCCC2)c(=O)n(C)c1=O
  -23 | 1 | -19 | 100* | -0.4 | -8 | 5.2 | 16 | 7.7
> Cc1sc(NC(=S)NC(=O)c2ccco2)c(C#N)c1C
  -9 | -2 | 6 | -14 | -0.9 | 10 | 0.8 | 8 | 0.6
> COC(=O)c1sccc1NC(=O)c1cc(OC)cc(OC)c1
  45 | 19 | -25 | 11 | -1.5 | -23 | 0.6 | -70 | 1.2
> CCCNS(=O)(=O)c1cccn1-c1ncc(C(F)(F)F)cc1Cl
  -16 | 5 | -7 | 1 | 1.0 | -2 | -0.9 | 17 | -3.8
> CN(C)C(=O)CSc1nc(-c2ccccc2)nc2c1CCCC2
  -24&5 | 6 | 7 | 14 | -2.4 | 0 | -0.4 | -25 | 1.4
> O=C(c1ccc2nc3ccccc3c(=O)n2c1)N1CCN(Cc2ccc3c(c2)OCO3)CC1
  -24 | -1 | 0 | 1 | -0.9 | -5 | -0.1 | -8 | 2.8
> O=C(Nc1ccc(S(=O)(=O)NC2=NCCCCC2)cc1)c1ccc2ccccc2n1
  -54 | 0 | -9 | 22 | 0.8 | 0 | 0.8 | -9 | -0.1
> Cc1c(Cl)c(C(=O)NNC(=S)NCc2ccco2)nn1C
  10 | 1 | 6 | 3 | 3.0 | 16 | 0.0 | -3 | -0.5
> O=C(Nc1ccc(-c2csnn2)cc1)C1CC1
  -6 | · | 5 | 0 | 0.7 | -13 | 0.5 | 14 | 0.7
> Cc1ccc(SCCC(=O)OC(C(=O)NC(N)=O)C(C)C)cc1 (stereo not given)
  -23 | 9 | 6 | 11 | -0.4 | -23 | -0.9 | -27 | -2.2
> C/C(=N\NC(=O)c1ccc2nc[nH]c2c1)c1ccc([N+](=O)[O-])cc1
  -21 | · | 18 | 8 | -1.4 | -27 | 0.6 | 9 | 2.7
> Oc1ccc(C2C(c3ccccc3)=NN=C(c3ccccc3F)N2O)c(O)c1 (stereo not given)
  2 | -2 | -6 | 20 | 0.9 | -1 | 0.2 | -17 | 0.2
> COc1ccc(N2CC(NC(=O)N3CCN(c4ccccc4)CC3)CC2=O)cc1 (stereo not given)
  -34 | -4 | 7 | 6 | 1.8 | -7 | 0.8 | -11 | 2.1
> Cc1cc(C)n2nc(-c3sccc3-n3cccc3)cc2n1
  30 | 5 | 8 | -28 | 0.2 | -17 | -0.4 | -23 | -0.9
> O=C(COC(=O)Cn1cnc2ccccc21)Nc1cccc(S(=O)(=O)N2CCOCC2)c1
  17 | 2 | -12 | -8 | -1.7 | -4 | 0.8 | -1 | 0.4
> O=C(Nc1ccc(N2CCN(c3ccc(O)cc3)CC2)cc1)Oc1ccccc1
  8 | 0 | -3 | -3 | -0.5 | -8 | 0.9 | 5 | 0.0
> CN(C)C(=O)c1nc(C#N)c(N(C)C)o1
  23 | 0 | -11 | 54 | 0.5 | -9 | 0.4 | -24 | 1.9
> CCCCOc1ccc(/C=N/NC(=S)Nc2cc(C)ccc2C)cc1
  26 | 2 | 3 | 51 | -1.0 | -7 | 0.8 | -34 | -0.1
> CC(C)N(C(=O)CSc1nnc(CN2CCCCCC2=O)n1-c1ccccn1)C(C)C
  -41 | -2 | -4 | -3 | -2.2 | -15 | 0.9 | 0 | 2.9
> O=C1NCCN1C(=O)C12CC3CC(CC(C3)C1)C2
  21 | -5 | 3 | 8 | -1.1 | -8 | 0.6 | -4 | -1.0
> COc1ccc2[nH]c(=O)c(CN(CC3CCCO3)C(=O)Nc3ccccc3)cc2c1 (stereo not given)
  -31 | 0 | -20 | -11 | -0.4 | 10 | 0.7 | -11 | -0.1
> CC(=O)NCC1CCCN(c2nc3nonc3nc2N(C)Cc2ccccc2)C1 (stereo not given)
  7 | -1 | -5 | 3 | 0.1 | -8 | -0.4 | -11 | -1.1
> COc1ccccc1CN1CCSCC1
  -4 | -1 | 2 | 1 | 0.0 | 10 | 0.5 | -3 | -0.8
> CC(=O)N1C(C)(C)CC(=NOC(=O)c2ccc(C)cc2)CC1(C)C
  -25 | -3 | -14 | 9 | -0.2 | -4 | -0.5 | 12 | -0.6
> O=C(NCCCn1ccnc1)Nc1cccc2ccccc12
  2 | -6 | -1 | 0 | -0.1 | -1 | -0.2 | -1 | -0.9
> COc1ccc(C(=O)CSc2nnc(CNC(=O)c3ccc(OC)cc3)n2C)cc1
  6 | -3 | -17 | 44 | 3.6 | -15 | -0.5 | -10 | 0.8
> COc1ccc(NC(=S)N(CCCN2CCOCC2)Cc2cn(C)c3ccccc23)cc1OC
  12 | 3 | -9 | 11 | 0.9 | -3 | 0.8 | 11 | 1.6
> COC(=O)c1ccccc1NC(=O)N1CCN(c2ccccc2)CC1
  10 | 8 | -3 | -7 | -0.2 | -18 | -0.9 | -22 | -0.9

More compounds follow.
The line under a structure holds: EP2 mod | NPY Y1 blocker | S1P4 antag | CHOP inh | S1P4 agonist | NPY2 pot ag | TRPML3 ag | NPY1 pot ag | zfTRPN1 agonist
> COc1ccc2nc(NC(=O)CCn3cccc3)sc2c1
  10 | -1 | 9 | 35 | 0.0 | 12 | -0.7 | 2 | 0.2
> Cc1ccc(C2CC2C(=O)NN)cc1 (stereo not given)
  -16 | 8 | 19 | -25 | 2.2 | -14 | 0.3 | -21 | -1.2
> O=C(COC(=O)CSCc1ccccc1)NCc1ccccc1
  5 | 2 | -6 | -14 | 0.0 | -8 | -1.4 | 0 | -1.9
> Cc1ccc(-c2nc3sc(C(N)=O)c(N)c3c3c2CCCC3)cc1
  51 | 1 | -27 | 66 | -0.3 | 9 | 0.3 | 12 | -1.0
> O=S(=O)(CC(CN1CCCCC1)N1CCCCC1)c1ccccc1 (stereo not given)
  7 | 2 | -13 | -14 | -0.5 | 1 | 0.1 | -8 | 0.6
> COc1ccc(CC(=O)NNC(=O)CCc2ccccc2)cc1
  6 | 3 | -9 | 4 | 1.5 | 1 | -1.5 | -4 | -0.3
> COc1ccc(N(CC(=O)NCCC2=CCCCC2)S(=O)(=O)c2ccc(C)cc2)cc1
  29 | 3 | 5 | 34 | 0.8 | -5 | 0.9 | -2 | -0.8
> CC(C)(C)C(=O)Nc1sc2c(c1C(=O)Nc1ccccn1)CCCC2
  41 | -2 | 5 | 26 | -1.6 | -9 | 0.4 | 3 | -0.6
> CN1CCCCC1CCN1c2ccccc2Sc2ccc(S(C)=O)cc21 (stereo not given)
  · | 4 | -18 | 7 | 1.1 | 48 | 0.5 | 20 | -2.2
> Cn1c(=S)oc2ccccc21
  -7 | · | -4 | 7 | 2.4 | 11 | 0.2 | 6 | 0.6
> Cc1cc(NC(=O)CN2C(=O)C3CC=CCC3C2=O)no1 (stereo not given)
  19 | 2 | -15 | -7 | 1.2 | -5 | 0.6 | -15 | -0.1
> CC1CCN(C(=O)c2ccc(S(=O)(=O)Cc3ccccc3F)c([N+](=O)[O-])c2)CC1
  -41 | 0 | -8 | 13 | -0.7 | 6 | 0.9 | 6 | 0.1
> O=C(CNCc1ccncc1)Nc1cc(S(=O)(=O)N2CCCCC2)ccc1Cl
  26 | -1 | -1 | 15 | -0.3 | -5 | 2.5 | -8 | 2.2
> COCCNC(=S)N/N=C/c1c(C)[nH]c2ccccc12
  -58 | -3 | -3 | -12 | -0.2 | -2 | 0.8 | -8 | 5.3
> O=C(CSc1nc2ccc(Nc3nc(N4CCCC4)nc(N4CCCC4)n3)cc2s1)NCc1ccco1
  -96 | · | -7 | 11 | -0.2 | -3 | 1.5 | -14 | -0.5
> O=C(N/N=C\c1ccc(Cl)cc1)C1=NOC2COC3(CCN(c4ccc([N+](=O)[O-])cc4)CC3)OCC12 (stereo not given)
  2 | · | -3 | 69 | 0.5 | 45* | 1.8 | 13 | 6.1
> C=CCn1c(SCC(=O)Nc2cc(NC(C)=O)ccc2OC)nnc1-c1ccccn1
  19 | -7 | -12 | 17 | 0.3 | 12 | 0.4 | 13 | 0.1
> COc1ccc(N(C(=O)/C=C/c2ccc(OC)c(OC)c2)C2=CC3CCC(C2)N3C)cc1 (stereo not given)
  -15 | 2 | -6 | 11 | -0.2 | -15 | -0.3 | -5 | 0.3
> Cc1ccccc1OCc1nnc(SCC(=O)Nc2ccc(N3CCOCC3)c(Cl)c2)n1C
  6 | -1 | 4 | 60 | 0.6 | 10 | 0.7 | 17 | -0.1
> Cc1cccc(C)c1NC(=O)C1CCCNC1 (stereo not given)
  -12 | 0 | -8 | 13 | 1.0 | 11 | -0.5 | 13 | 0.3
> COc1ccc2c(c1)c(=O)oc1cc(OCC(=O)NC3CCCCC3)ccc12
  -20 | 5 | -16 | 48 | -1.1 | -18 | 0.2 | -21 | 0.6
> COC(=O)c1ccccc1NC(=S)N(Cc1ccc2c(c1)OCO2)Cc1cc2cc(C)ccc2[nH]c1=O
  -5 | 0 | -6 | 34 | 0.3 | 3 | 0.7 | -20 | 2.0
> CCN1CCN(CCCCOc2ccccc2F)CC1
  0 | 9 | -8 | 22 | -0.6 | 8 | 1.4 | -23 | 2.7
> [O-]/[N+](=C\c1ccccc1)[C@@H]1CCCC[C@@H]1/[N+]([O-])=C/c1ccccc1
  12 | 7 | -4 | 39 | -0.3 | 2 | -0.2 | -1 | -0.3
> COc1ccc(N2CCN(C(=O)CSc3nnc(NC(=O)C4CC4)s3)CC2)cc1
  -11 | 6 | -3 | 6 | 0.4 | -17 | 1.7 | 1 | 1.4
> Cc1ccc(Nc2nc(N)c(C#N)c(CC#N)c2C#N)cc1
  -15 | -1 | -4 | 14 | -2.5 | -12 | 0.1 | -13 | 1.0

Profiles as entered above:
Results for COc1ccc(CC(=O)NNC(=O)CCc2ccccc2)cc1 : EP2 mod: 6; NPY Y1 blocker: 3; S1P4 antag: -9; CHOP inh: 4; S1P4 agonist: 1.5; NPY2 pot ag: 1; TRPML3 ag: -1.5; NPY1 pot ag: -4; zfTRPN1 agonist: -0.3
Results for O=C(CSc1nc2ccc(Nc3nc(N4CCCC4)nc(N4CCCC4)n3)cc2s1)NCc1ccco1 : EP2 mod: -96; NPY Y1 blocker: ·; S1P4 antag: -7; CHOP inh: 11; S1P4 agonist: -0.2; NPY2 pot ag: -3; TRPML3 ag: 1.5; NPY1 pot ag: -14; zfTRPN1 agonist: -0.5

Compound activity from PubChem BioAssay.
